# CHOP UPR activ = activators of apoptotic CHOP UPR arm, primary screen, cell-based, CHO-CHOP luciferase reporter, luminescence, uHTS; 330,000 compounds, 0.34% hits; activation, % at 10 µM; UPR activation; percent of tunicamycin response over DMSO baseline; AID 449763, 2010;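 active = at 10 µM dose, activation of 40% or more, normalized to positive control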;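 note: 100% = tunicamycin at 10 µg/mL and 0% = DMSO alone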
#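 Dosing – one dose, 10 µM in 0.5% DMSO · System – CHO-CHOP cells, stable luciferase reporter of PERK-eIF2a-CHOP signalling · Input – 500 cells/well · Control set – tunicamycin 10 µg/mL final as positive, DMSO-only wells as negative · Timing – 6 h compound treatment, 37 °C · Measure – % activation vs tunicamycin · Technique – luminescence read with Steady-Glo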
# tim23-1 inh = growth inhibitors of tim23-1 mutant yeast, primary screen, luminescence, uHTS. S. cerevisiae tim23-1 growth, BacTiter-Glo luminescence, 24 h. inhibition, % at 20 µM. 330,000 compounds, 1.3% hits. AID 463212, 2010;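 active = growth inhibition of the mutant yeast at or above 50%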;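 note: temperature-sensitive mutant grown at 25 °C; plate controls were DMSO-treated mutant yeast for no effect and medium wells lacking yeast for full effect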
# APJ ag = agonists of human apelin receptor APJ, primary screen, CHO-K1 cells, PathHunter beta-arrestin, luminescence; P35414; 0% DMSO wells, 100% apelin; activation, % at 20 µM; 330,000 compounds, 0.11% hits; AID 2520, 2010;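 active = activation more than six SD over the plate average, tested at 20 µM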;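 note: 0% = DMSO alone and 100% = apelin-13 at 10 nM; some results filed as inactive read as strong as hits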
#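 assay system = CHO-K1 APJ beta-arrestin complementation cell line | input = cell density 1000 per well | dosing = compound 20 µM once, DMSO 1% | timing = compound 90 min 25 °C, reagent 1 h | measured by = luminescence from split beta-galactosidase complementation, Galacton Star/Emerald II substrate | read-out basis = APJ agonist activity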
# CXCR6 block = CXCR6 receptor inhibitors, primary screen, cell-based, beta-arrestin, luminescence, CHO-K1 PathHunter, 1536-well | C-X-C chemokine receptor type 6 (Homo sapiens), O00574 | inhibition, % at 20 µM | 360,000 compounds, 0.36% hits | AID 602244, 2012; in the data active = inhibition above about 34%, passing the limit was not always enough;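 note: antagonist mode with CXCL16 agonist at 10 nM final; 0% = 10 nM CXCL16 with DMSO and 100% = unstimulated wells without agonist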
# APJ antag = antagonists of human apelin receptor APJ, primary screen, CHO-K1 cells, beta-arrestin complementation, luminescence | P35414 | 330,000 compounds, 0.32% hits | inhibition, % at 20 µM;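 active = inhibition above about 40% at 20 µM, limit read from the data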;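 note: cells challenged with 10 nM apelin-13 agonist together with compound; plate controls were apelin-13 plus DMSO wells for no effect and DMSO wells lacking apelin-13 for full effect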
# CCR6 antagonist = CCR6 receptor antagonists, primary screen, cell-based, CHO-K1, luminescence, beta-arrestin, uHTS; CHO-K1 CCR6 PathHunter beta-arrestin, CCL20-stimulated; inhibition, % at 20 µM; 340,000 compounds, 0.49% hits; AID 493098, 2011;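 active = compounds whose inhibition of the agonist-driven luminescence signal at 20 µM reaches about 50%, limit read from the data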;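 note: cells stimulated with CCL20 at 14 nM final; plate controls were DMSO with CCL20 for no effect and DMSO without agonist for full effect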
# Target sequence (P51684 whole entry, looked up): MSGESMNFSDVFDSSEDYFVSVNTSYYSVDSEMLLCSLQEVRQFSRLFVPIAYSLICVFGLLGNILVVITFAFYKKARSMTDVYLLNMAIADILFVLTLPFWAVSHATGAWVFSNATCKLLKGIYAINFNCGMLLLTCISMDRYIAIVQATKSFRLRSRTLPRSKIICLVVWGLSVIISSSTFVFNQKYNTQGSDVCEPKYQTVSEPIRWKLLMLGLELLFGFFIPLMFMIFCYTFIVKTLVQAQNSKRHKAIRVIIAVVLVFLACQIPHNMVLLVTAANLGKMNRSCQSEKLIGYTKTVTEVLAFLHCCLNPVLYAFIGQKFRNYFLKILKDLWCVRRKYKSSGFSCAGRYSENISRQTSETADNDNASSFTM
# Mdm2-MdmX inh = inhibitors of human Mdm2-MdmX association, primary screen, cell-based, luminescence, split luciferase, SaOS-2, uHTS | 330,000 compounds, 3% hits | SaOS-2 split-luciferase Mdm2/MdmX complementation | inhibition, % at 8 µM | AID 485346, 2010 | Protein Mdm4 (Homo sapiens) + E3 ubiquitin-protein ligase Mdm2 (Homo sapiens), …;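 active = inhibition of at least 50% at 8 µM in the primary screen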
# UPR XBP1 act = activators of adaptive XBP1 UPR arm, primary screen, cell-based, CHO-XBP1 luciferase reporter, luminescence, uHTS; IRE1-XBP1 UPR activation; percent of tunicamycin response, DMSO as zero; 330,000 compounds, 0.33% hits; activation, % at 20 µM;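 active = versus positive control, 20 µM dose yields 30% or more activation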;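 note: 100% = tunicamycin at 10 µg/mL and 0% = DMSO only wells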
#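 Material: CHO cell line with stable XBP1 luciferase reporter; buffer or medium: F12 medium containing 10% fetal bovine serum; compound: single point, 20 µM final compound, 1% DMSO; incubation: 6 h treatment, 37 °C; measured by: glow luminescence from Steady-Glo reagent; evaluation: activation, % of tunicamycin; control set: tunicamycin high, DMSO low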
# EBI2 block = EBI2 receptor antagonists, beta-arrestin recruitment, primary screen, cell-based, luminescence, 7a,25-OHC stimulation, uHTS. 7a,25-OHC stimulated. 360,000 compounds, 0.81% hits. inhibition, % at 5 µM. G-protein coupled receptor 183 (Homo sapiens), P32249; in the data active = inhibition above about 38%;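 note: enzyme fragment complementation signal reports receptor beta-arrestin coupling in cells; 0% = agonist plus DMSO wells and 100% = wells without agonist; some results beyond the cut were filed as inactive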
# Target sequence (P32249 whole entry, looked up, the tested form may be a part): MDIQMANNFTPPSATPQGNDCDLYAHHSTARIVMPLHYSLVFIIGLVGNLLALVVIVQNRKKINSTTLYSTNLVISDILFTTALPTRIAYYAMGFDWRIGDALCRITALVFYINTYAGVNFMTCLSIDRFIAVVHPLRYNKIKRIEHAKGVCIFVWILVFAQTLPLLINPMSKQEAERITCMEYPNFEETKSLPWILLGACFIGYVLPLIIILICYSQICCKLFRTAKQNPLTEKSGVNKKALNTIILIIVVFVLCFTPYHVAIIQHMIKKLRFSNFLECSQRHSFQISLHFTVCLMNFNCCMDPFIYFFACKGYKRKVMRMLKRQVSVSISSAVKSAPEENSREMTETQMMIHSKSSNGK
# The depositor's hits bear a star; . = no result given; & = joins results of further samples. A portion of the library, so the mix of outcomes need not match the whole.
SMILES,CHOP UPR activ,tim23-1 inh,APJ ag,CXCR6 block,APJ antag,CCR6 antagonist,Mdm2-MdmX inh,UPR XBP1 act,EBI2 block
NNC(=O)CP(=O)(c1ccccc1)c1ccccc1,0.1,13.5,-3.0,1.3,2.1,-5.3,-0.2,-4.9,-1.1
CC(C)(CO)C(O)C(=O)NCCCO (centres undefined),3.4,11.4,-2.5,4.3,1.1,-5.6,-4.1,-8.9,-0.1
CC(=O)Nc1ccc(O)cc1,-1.7,-13.8,-1.0,-1.2,5.3,-13.8,5.7,-2.2,5.2
C[C@H]1c2cccc(O)c2C(O)=C2C(=O)[C@]3(O)C(O)=C(C(N)=O)C(=O)[C@@H](N(C)C)C3[C@@H](O)C21 (some centres undefined),1.0,-3.3,-2.1,-7.3,-1.7,4.3,20.4,-5.4,-0.1
CCOC(=O)NNc1nncc2ccccc12,1.0,17.7,-5.8,0.3,12.3,-1.4,-5.3,-7.3,-1.0
Cc1cccc2c1NC(=O)/C2=C\C(=O)c1cccs1,29.5,81.1*,0.0,11.9,12.0,45.6,32.7,8.2,42.6*
O=c1cc(-c2ccc(O)cc2)oc2cc(O[C@@H]3O[C@H](CO)[C@@H](O)[C@H](O)[C@H]3O[C@@H]3OC[C@](O)(CO)[C@H]3O)cc(O)c12,-0.6,-6.9,-2.8,4.1,14.1,18.0,-2.3,-1.1,-4.7
C[C@@H]1C[C@H]2[C@@H]3C[C@H](F)C4=CC(=O)C=C[C@]4(C)[C@@]3(F)[C@@H](O)C[C@]2(C)[C@@]1(O)C(=O)COC(=O)C(C)(C)C,-0.5,-12.1,8.0,-5.9,-4.4,-5.9,6.6,-11.3,0.0
COc1ccc(/C=N/NC(=O)c2ccncc2)cc1OC,3.0,-2.3,2.8,2.6,-3.6,-5.7,14.4,-7.2,-0.1
CN(C)CCOc1ccccc1Cc1ccccc1,1.3,6.9,-6.1,-4.1,12.8,3.4,-2.2,-4.6,-0.9
COc1cc([C@H]2Oc3cc([C@H]4Oc5cc(O)cc(O)c5C(=O)[C@@H]4O)ccc3O[C@@H]2CO)ccc1O,1.8,-0.1,-2.9,-2.6,5.0,12.2,24.6,-6.2,-6.3
CCCCC1C(=O)N(c2ccccc2)N(c2ccccc2)C1=O,-2.2,15.2,-8.5,5.3,19.5,7.6,14.8,-6.5,-2.3
COC(=O)C1=CO[C@@H](OC2OC(CO)C(O)C(O)C2O)[C@@H]2[C@@H](C)[C@@H](O)C[C@H]12 (some centres undefined),1.2,14.1,-1.9,-2.1,-8.8,13.3,11.0,-0.8,-7.7
C/C=C(/C)C(=O)OC1c2c(ccc3ccc(=O)oc23)OC(C)(C)C1OC(=O)/C(C)=C\C (centres undefined),1.4,24.3,0.1,0.9,-43.7,13.8,-6.1,-1.3,11.9
CCCOC(=O)c1ccc(O)cc1,1.0,13.8,-4.6,1.7,-7.0,3.0,7.0,3.2,-5.2

# 4 entries from above, arranged by the number in UPR XBP1 act, smallest number first:
Molecule	UPR XBP1 act
C[C@H]1c2cccc(O)c2C(O)=C2C(=O)[C@]3(O)C(O)=C(C(N)=O)C(=O)[C@@H](N(C)C)C3[C@@H](O)C21 (some centres undefined)	-5.4
CN(C)CCOc1ccccc1Cc1ccccc1	-4.6
C/C=C(/C)C(=O)OC1c2c(ccc3ccc(=O)oc23)OC(C)(C)C1OC(=O)/C(C)=C\C (centres undefined)	-1.3
CCCOC(=O)c1ccc(O)cc1	3.2

# Further results
SMILES,CHOP UPR activ,tim23-1 inh,APJ ag,CXCR6 block,APJ antag,CCR6 antagonist,Mdm2-MdmX inh,UPR XBP1 act,EBI2 block
C/C=C(/C)C(=O)O[C@@H]1c2cc(OC)c(OC)c(OC)c2-c2c(cc3c(c2OC)OCO3)C[C@H](C)[C@]1(C)O,-0.3,10.7,10.6,-3.2,-96.2,10.5,12.1,1.2,-7.3
Cc1cccc(C)c1NC(=O)C1CCCCN1C (centres undefined),-1.1,-10.4,-2.4,-1.6,4.3,2.7,20.4,-8.1,3.7
CCCCOc1ccc(CC(=O)NO)cc1,0.1,13.4,2.0,-0.7,2.5,-2.9,18.4,-5.4,1.0
COc1ccc(/C=C/C(=O)O)cc1,-3.2,-0.7,-3.1,-5.3,3.9,3.1,-2.0,-3.0,0.9
CNc1c2c(nn1C)CCCC2,-1.3&0.3,2.6&8.0,1.5&-3.4,-8.0&2.0,-4.4&-4.4,5.3&-8.7,-15.9&-8.7,4.3&-6.4,-1.6&-0.2
COc1ccc2nc(NC(=O)Nc3ccccc3)sc2c1,2.2,-2.2,6.5,0.2,9.8,0.3,-87.0,-10.5,5.4
NC(N)=NC(=O)Cc1c(Cl)cccc1Cl,-0.5,-10.4,9.9,3.3,13.0,3.4,-3.3,-5.4,4.5
CC12CCC(=O)C=C1CCC1C2CCC2(C)C1CC[C@]2(O)C(=O)CO (some centres undefined),-0.2,17.9,-3.3,-4.2,-0.9,8.2,3.0,0.6,5.2
C=C1c2cccc(O)c2C(O)=C2C(=O)[C@]3(O)C(O)=C(C(N)=O)C(=O)[C@@H](N(C)C)[C@@H]3[C@@H](O)[C@H]12,0.5,-2.1,-1.7,-5.0,-78.8,-17.1,-12.0,0.7,-5.5
COc1ccc2ccc(=O)oc2c1,0.4,-1.3,-0.8,1.7,-31.9,5.0,-4.0,-1.6,1.0
COc1c(O)cc2c(c1O)[C@@H]1O[C@H](CO)[C@@H](O)[C@H](O)C1OC2=O (some centres undefined),-0.9,-28.7,-3.3,4.3,10.5,-6.3,10.4,-2.4,-3.5
CC(=O)Nc1ccccc1,-2.4,-10.7,-0.7,-7.1,-5.2,1.5,18.2,-2.0,-7.9
COC(c1ccccc1)(c1ccccc1)C(Oc1nc(C)cc(C)n1)C(=O)O (centres undefined),2.6,-2.9,-3.5,-8.4,-2.5,-10.4,46.5,-0.5,3.6
COc1ccccc1OCCNCC(O)COc1cccc2[nH]c3ccccc3c12 (centres undefined),1.7,10.9,12.2,.,2.4,.,43.1,0.1,.
Nc1ncnc2nc[nH]c12,1.3&1.5&3.8,11.0&-17.4&14.8,2.7&-5.0&5.3,-4.4&5.5&12.1,3.8&6.1&-10.8,18.4&10.6&3.0,12.8&-25.7&-0.7,-7.3&-1.7&2.6,-1.7&13.3&1.4

# Compounds from the list above with four or more nitrogen atoms:
SMILES,CHOP UPR activ,tim23-1 inh,APJ ag,CXCR6 block,APJ antag,CCR6 antagonist,Mdm2-MdmX inh,UPR XBP1 act,EBI2 block
CCOC(=O)NNc1nncc2ccccc12,1.0,17.7,-5.8,0.3,12.3,-1.4,-5.3,-7.3,-1.0
Nc1ncnc2nc[nH]c12,1.3&1.5&3.8,11.0&-17.4&14.8,2.7&-5.0&5.3,-4.4&5.5&12.1,3.8&6.1&-10.8,18.4&10.6&3.0,12.8&-25.7&-0.7,-7.3&-1.7&2.6,-1.7&13.3&1.4

# A run of entries from the list above:
SMILES,CHOP UPR activ,tim23-1 inh,APJ ag,CXCR6 block,APJ antag,CCR6 antagonist,Mdm2-MdmX inh,UPR XBP1 act,EBI2 block
CC(=O)Nc1ccccc1,-2.4,-10.7,-0.7,-7.1,-5.2,1.5,18.2,-2.0,-7.9
COC(c1ccccc1)(c1ccccc1)C(Oc1nc(C)cc(C)n1)C(=O)O (centres undefined),2.6,-2.9,-3.5,-8.4,-2.5,-10.4,46.5,-0.5,3.6

# Carrying on.
SMILES,CHOP UPR activ,tim23-1 inh,APJ ag,CXCR6 block,APJ antag,CCR6 antagonist,Mdm2-MdmX inh,UPR XBP1 act,EBI2 block
O=C(O)CNC(=O)c1ccccc1,0.7,8.3,1.6,-0.8,10.6,3.4,8.2,-7.2,5.4
CCC(=O)O[C@]1(C(=O)SCF)[C@H](C)C[C@H]2[C@@H]3C[C@H](F)C4=CC(=O)C=C[C@]4(C)[C@@]3(F)[C@@H](O)C[C@@]21C,-1.2,6.7,-1.7,.,-16.5,.,21.5,-1.6,.
O=C(O)/C=C/c1ccc(O)cc1,1.0,13.0,-1.9,-0.3,-40.0,11.8,-14.1,3.1,1.5
COc1ccc(CN2CCN(C(c3ccc(F)cc3)c3ccc(F)cc3)CC2)c(OC)c1OC,2.9,23.5,-5.0,14.0,10.8,13.1,80.9*,-6.1,12.9
COc1cc2nc(N3CCN(C(=O)[C@H]4COc5ccccc5O4)CC3)nc(N)c2cc1OC,-0.9,-12.1,6.8,6.5,-11.4,4.4,15.6,-6.1,-8.7
O=C(Nc1ccc(C(=O)O)c(O)c1)c1ccccc1,1.5,5.0,-1.5,0.7,3.8,10.6,-11.5,1.2,2.7
O=c1ccn([C@H]2C[C@H](O)[C@@H](CO)O2)c(=O)[nH]1,0.8,1.3,-2.9,0.8,13.0,17.4,17.2,-2.4,-3.7
Cn1c(=O)c2c(ncn2CCO)n(C)c1=O,0.1,16.9,7.6,1.7,3.2,-5.0,-10.2,-5.4,-8.7

# Screening results deposited in PubChem BioAssay by Sanford-Burnham Center for Chemical Genomics.
